FAS TE block – FAS thioesterase domain inhibitors, primary screen, biochemical, fluorescence intensity, uHTS | inhibition, % at 15 µM | recombinant FAS-TE, OMFH fluorogenic substrate, fluorescence endpoint | Fatty acid synthase (Homo sapiens), P49327 | 360,000 compounds, 0.67% hits;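 active = compounds whose normalised, plate-corrected inhibition of enzyme fluorescence in the single-dose primary screen is 50% or more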;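 note: 0% = DMSO with enzyme and 100% = substrate without enzyme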
MT1-MMP act inh – blockers of MT1-MMP proenzyme processing, primary screen, HT1080 RFP-PRO-GFP cells, GFP/RFP fluorescence; GFP/RFP ratio change, % at 20 µM; Matrix metalloproteinase-14 (Homo sapiens), P50281; 360,000 compounds, 0.061% hits; GFP/RFP ratio fluorescence, overnight; percent of plate control window, DMSO zero;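 active = GFP/RFP ratio change of at least 30% with cell ATP level not reduced by more than half and red fluorescence within 50% of control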; note: strong numbers were not always called active
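Assay system – RFP-PRO-GFP reporter HT1080 cells · Compound dosing – single dose of 20 µM compound, 1% DMSO final · Incubation – overnight compound exposure at 37 °C · Measure – GFP/RFP fluorescence ratio · Benchmarks – DMSO wells and RFP-L50D-GFP cells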
Neddylation inh – inhibitors of cullin neddylation, primary screen, biochemical, TR-FRET, uHTS, NAE and Ubc12. AID 651699, 2012. NEDD8-conjugating enzyme Ubc12 (Homo sapiens) + NEDD8-activating enzyme E1 regulatory …. calls only at 25 µM. 360,000 compounds, 0.58% hits; in the data active = inhibition above about 36%
Target sequence (P61081 whole entry, looked up): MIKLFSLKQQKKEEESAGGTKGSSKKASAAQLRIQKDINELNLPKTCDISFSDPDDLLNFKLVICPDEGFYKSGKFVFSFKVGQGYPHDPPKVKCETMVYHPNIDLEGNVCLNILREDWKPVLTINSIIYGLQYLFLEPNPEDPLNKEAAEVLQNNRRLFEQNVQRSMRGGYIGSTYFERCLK
Target sequence (Q13564 whole entry, looked up): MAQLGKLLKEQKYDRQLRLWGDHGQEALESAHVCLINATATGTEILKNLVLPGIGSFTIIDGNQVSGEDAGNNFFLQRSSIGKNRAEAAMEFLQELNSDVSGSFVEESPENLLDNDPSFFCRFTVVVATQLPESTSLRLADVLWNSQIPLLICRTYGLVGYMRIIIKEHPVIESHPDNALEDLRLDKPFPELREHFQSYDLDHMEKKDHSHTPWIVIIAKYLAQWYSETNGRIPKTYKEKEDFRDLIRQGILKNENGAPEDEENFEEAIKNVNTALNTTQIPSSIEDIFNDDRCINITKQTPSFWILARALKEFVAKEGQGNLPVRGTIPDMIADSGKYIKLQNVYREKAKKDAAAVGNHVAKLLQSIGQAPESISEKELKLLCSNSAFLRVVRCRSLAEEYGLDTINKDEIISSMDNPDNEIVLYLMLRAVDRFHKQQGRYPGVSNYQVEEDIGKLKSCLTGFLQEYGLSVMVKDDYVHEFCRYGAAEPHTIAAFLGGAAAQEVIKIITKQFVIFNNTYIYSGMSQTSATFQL
Rpn11 inh – Rpn11 (PSMD14) deubiquitinase inhibitors, primary screen, biochemical, fluorescence polarization, uHTS; 26S proteasome non-ATPase regulatory subunit 14 (Homo sapiens), O00487; human 26S proteasome, Ub4-pepOG fluorescence polarization; 20S core pre-blocked with epoxomicin; calls only at 20 µM; 360,000 compounds, 0.59% hits;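 active = inhibition at 20 µM, scaled to each plate's controls, above about 33%, limit read from the data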
Target sequence (O00487 whole entry, looked up): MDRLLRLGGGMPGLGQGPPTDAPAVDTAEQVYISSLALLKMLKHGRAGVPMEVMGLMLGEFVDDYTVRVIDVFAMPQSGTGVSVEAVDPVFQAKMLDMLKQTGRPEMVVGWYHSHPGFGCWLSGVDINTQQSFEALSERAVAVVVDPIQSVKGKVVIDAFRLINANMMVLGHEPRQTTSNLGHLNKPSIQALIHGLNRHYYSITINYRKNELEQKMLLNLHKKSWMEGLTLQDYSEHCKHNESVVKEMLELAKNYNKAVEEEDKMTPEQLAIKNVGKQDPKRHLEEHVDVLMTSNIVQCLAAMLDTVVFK
PABP1 MLLE inh – inhibitors of PABP1 MLLE–PAM2 peptide binding, primary screen, biochemical, fluorescence polarization, FITC-PAM2, GST-MLLE. Polyadenylate-binding protein 1 (Homo sapiens), P11940. inhibition, % at 20 µM. 360,000 compounds, 0.36% hits. AID 588489, 2011; in the data active = inhibition above about 35%, passing the limit was not always enough;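 note: plate controls were DMSO wells with GST-MLLE for no effect and wells lacking GST-MLLE protein for full effect; some results filed as inactive read as strong as hits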
SKN-1 inh – suppressors of acrylamide-induced Pgst-4::GFP reporter in worms, primary screen, SKN-1 inhibitor project, whole organism, uHTS, GFP/RFP fluorescence ratio, strain VP596. C. elegans VP596 Pgst-4::GFP/RFP ratio, 24 h. inhibition, % at 21.8 µM. 360,000 compounds, 0.49% hits;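 active = interference check ratio from 0.5 to 1.5 plus GFP to RFP signal ratio inhibition reaching or exceeding a fixed threshold, cut at about 30% in these data, passing the limit was not always enough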; note: some compounds called inactive have numbers as strong as hits
Rin1-Abl PPI inh – inhibitors of Rin1-Abl protein binding, primary screen, biochemical, TR-FRET; AID 588664, 2011; inhibition, % at 7.35 µM; 360,000 compounds, 0.4% hits; Tyrosine-protein kinase ABL1 (Homo sapiens) + Ras and Rab interactor 1 (Homo sapiens), …; in the data active = inhibition above about 5%, passing the limit was not always enough
NadD inh – inhibitors of S. aureus NadD, primary screen, biochemical, colorimetric, uHTS; inhibition, % at 20 µM; purified NadD enzyme, colorimetric absorbance read-out; Nicotinate-nucleotide adenylyltransferase NadD (Staphylococcus aureus N315); AID 602399, 2012; 360,000 compounds, 0.78% hits; in the data active = inhibition above about 26%; note: some compounds past the cut are filed as inactive
CSN deneddyl inh – inhibitors of CSN-mediated cullin deneddylation, primary screen, biochemical, fluorescence polarization, uHTS | COP9 signalosome complex subunit 5 (Homo sapiens), Q92905 | Purified CSN, SCF-Nedd8-OG deneddylation | inhibition, % at 12.5 µM | 360,000 compounds, 0.38% hits | AID 651999, 2013;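 active = pattern-corrected inhibition above about 35%, with an unprinted fluorescence ratio check between 0.5 and 1.5, limit read from the data, passing the limit was not always enough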;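 note: 0% = enzyme with substrate and 100% = substrate without enzyme; some results filed as inactive read as strong as hits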
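Test system: purified human Csn5 enzyme expressed in HEK293T cells. Amount: 0.24 nM enzyme. Reagent: SCFSkp2-Nedd8OG substrate at 10 nM final. Schedule: 90 min incubation of compound, enzyme and substrate at room temperature. Detection: fluorescence polarization. Read-out: % inhibition of substrate cleavage by Csn5.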
* hit, by the source's call; i = inactive; nt = no result given; + = active, no number.

SMILES	FAS TE block	MT1-MMP act inh	Neddylation inh	Rpn11 inh	PABP1 MLLE inh	SKN-1 inh	Rin1-Abl PPI inh	NadD inh	CSN deneddyl inh
COc1ccccc1N1CCN(c2ccc3c(c2)S(=O)(=O)c2cccc(C(=O)NCC4CC4)c2C3=O)CC1	13	3	i	i	1	3	-4	-1	-3
CC(=O)c1cnc2c(-c3ccccc3)cnn2c1C	1	3	i	i	-3	8	-2	-7	2
CCCCCc1c(C)nc(N2CCOCC2)[nH]c1=O	-9	5	i	i	-13	1	6	5	0
CCCS(=O)c1nc(C)cc(C)c1S(C)(=O)=O (stereo not given)	2	0	i	i	-15	6	3	2	-13
CC(=O)Nc1ccc(-c2ccnc3c2CC(C(=O)Nc2ccccc2)O3)cc1 (stereo not given)	-1	-6	i	i	3	-5	4	1	1
CCOCCCNC(=O)c1cn(CC)c2ccc(S(=O)(=O)N3CCC(C)CC3)cc2c1=O	17	-4	i	i	-7	25	5	1	-5
CCc1ncc(CO)n1Cc1cccc2ccccc12	-2	-3	i	i	-1	-12	0	1	1
COc1ccc(CC(=O)NC2=NCCS2)cc1	-6	0	i	i	6	27	1	11	3
CCN1CCCC1CNC(=O)c1ccc(Sc2ccccc2Cl)c([N+](=O)[O-])c1 (stereo not given)	-5	1	i	i	-13	-8	3	-6	1
CN1CCN(CCC(=O)N/N=C/c2cc([N+](=O)[O-])ccc2OC(F)F)CC1	-4	5	i	i	0	7	-1	-3	-5
COC(=O)c1cc(C(=O)c2cc(Cl)ccc2O)coc1=N	-1	-3	i	i	-12	12	-3	2	-6
CCn1c(C)cc2c(c1=O)C(c1ccc3c(c1)OCO3)C(C#N)=C(N)O2 (stereo not given)	-3	-4	i	i	16	-10	7	-3	-3
O=C(CC12CC3CC(CC(C3)C1)C2)NCO	-6	-3	i	i	-11	5	-1	0	4
CC(=O)NNC(=O)c1ccncc1	-6	8	i	i	1	0	-1	-2	-1
COc1cc(/C=N/N=C2/NC(=O)C(c3ccccc3)S2)ccc1O (stereo not given)	-14	3	i	i	-18	3	-1	-4	-6
C=CCNC(=O)/C(=C\c1ccc([N+](=O)[O-])cc1)NC(C)=O	-4	1	i	i	-7	-20	0	-2	-2
CNS(=O)(=O)c1ccc(CNC[C@H]2O[C@@H](n3ccc(N)nc3=O)[C@H](O)[C@@H]2O)cc1	-8	3	i	i	3	-6	-6	-5	6
CC(=O)N1CCN(Cc2cc(=O)n3cc(Cl)c(C)c(Cl)c3n2)CC1	-2	-4	i	i	-6	-13	4	1	0
CCOC(=O)C1CCCN(CC(O)COc2ccccc2C(C)=O)C1 (stereo not given)	-8	-2	i	i	-2	-7	0	7	-1
NC(=O)COC(=O)c1cccc(S(=O)(=O)N2CCCCC2)c1	2	0	i	i	2	-10	-1	-10	5
COc1ccc2[nH]c3c(c(=O)c2c1)CCCC3	0	4	i	i	-3	12	4	1	-5
Cc1ccc(OCC(=O)N2CCCCCCC2)cc1	0	-3	i	i	-3	-7	-2	-12	3
COc1ccccc1N1CCN(CC(=O)Nc2c(C)n(C)n(-c3ccccc3)c2=O)CC1	-10	1	i	i	-8	0	4	3	-2
CN(Cc1ccccc1)C(=O)c1ccc(NC2=NC3CS(=O)(=O)CC3S2)cc1 (stereo not given)	-9	11	i	i	-83	-18	1	4	2
CCc1ccc([C@@H]2CC(=O)[C@@H]3CN(S(=O)(=O)c4ccc(Cl)cc4)[C@H](c4ccc(C)cc4)C[C@@H]3N2S(=O)(=O)c2ccc(C)cc2)cc1	20	5	i	i	-1	11	-1	21	0
(next part)
SMILES	FAS TE block	MT1-MMP act inh	Neddylation inh	Rpn11 inh	PABP1 MLLE inh	SKN-1 inh	Rin1-Abl PPI inh	NadD inh	CSN deneddyl inh
CC(=O)Nc1ccc(S(=O)(=O)NCCc2cn3nc(C)c(C)nc3n2)cc1	-2	0	nt	i	-1	-3	4	-6	4
CCOCCn1c(=O)c2c(nc3n2CCN3c2ccc(CC)cc2)n(C)c1=O	17	4	i	i	-3	-7	-2	-13	-3
Cc1ccc(NC(=O)COC(=O)c2ccc(=O)n(Cc3ccccc3)n2)cc1F	-3	1	i	i	3	-5	-3	-3	-2
CC(C)N1CCC(C)(C(=O)Nc2ccccc2Oc2ccccc2)C1 (stereo not given)	-1	1	i	i	1	-8	1	-1	-1
N#Cc1c(NC(=O)CSc2nc(N)cc(=O)[nH]2)sc2c1CCCC2	-9	8	i	i	19	-2	4	5	1
Cc1cccc(N=Cc2cc3c(cc2[N+](=O)[O-])OCO3)c1	-53	5	i	i	-9	8	8	19	3
CCC(=O)Nc1ccc(-c2cc3ccccc3oc2=O)cc1	-14	1	i	i	0	-2	1	-3	13
CN(Cc1cccs1)C(=O)c1ccc(Cl)c(S(=O)(=O)N2CCCCCC2)c1	17	2	i	i	-10	-4	0	-6	-8
Cn1ccc2c(-c3cncc4ccccc34)cc3c(c21)C1CCC3C1 (stereo not given)	20	6	nt	i	2	5	-2	-1	-3
CCc1ccc2c(c1)NC(=O)C2(C)Cc1ccc(C(F)(F)F)nc1 (stereo not given)	2	0	i	i	7	13	-2	-2	2
O=S(Cc1ccc(Cl)cc1)c1ccccc1 (stereo not given)	-4	1	i	i	8	-2	1	0	2
NC(=O)CC(NC(=O)c1ccc(Br)cc1)c1ccc(NC2CCCCCC2)c([N+](=O)[O-])c1 (stereo not given)	4	12	i	+	-20	-3	5	11	14
COc1cccc(/C=N/NC(=O)CCn2nnc3ccccc32)c1	-9	0	i	i	16	9	0	-4	0
COc1cccc(C(O)c2cnc(C(C)C)n2C)c1 (stereo not given)	-4	2	i	i	-4	-4	-2	-5	0
O=C(OCc1cc(=O)n2ccsc2n1)c1ccc(O)cc1O	-5	-7	i	i	-6	22	5	8	-1
CC1CC(C)CN(C(=O)C(C)N(C)CC(=O)Nc2ccccc2Cl)C1 (stereo not given)	-2	1	i	i	1	2	0	-1	-4
COc1ccc(CN(C(=O)CSc2nnc(-c3ccc(OC)c(OC)c3)o2)c2ccc(F)cc2)cc1	46	-9	i	i	1	17	-4	-7	2
O=C(Nc1sc2c(c1C(=O)O)CCCCC2)c1cccs1	-2	-3	i	i	3	8	2	2	1
O=[N+]([O-])c1ccc(C2OCCO2)cc1CS(=O)(=O)c1ccccc1	6	4	i	i	-9	-6	-1	-3	-19
CS(=O)(=O)c1ccc2nc(NC(=O)CCNC(=O)c3ccccc3Cl)sc2c1	-6	-5	i	i	17	1	1	-5	-2
O=C(O)c1cccc(Cn2c(Cl)c(/C=N/NC(=O)c3ccccc3O)sc2=O)c1	-5	-14	i	i	-106	-4	5.2*	2	3
Cc1ccc(C)c(C(=O)CCC(=O)Nc2cccnc2)c1	-9	2	i	i	8	2	1	8	-7
COc1ccc(NC(=O)C2CCC(=O)N2)cc1 (stereo not given)	-5	8	i	i	3	1	3	-7	0
C=CCn1c(SCC(=O)N(C(C)CC)C2CCS(=O)(=O)C2)nc2ccccc2c1=O (stereo not given)	-2	0	i	i	5	22	2	-2	5
CC(C)(C)c1ccccc1NC(=O)c1cc(-c2ccncc2)nc2ccccc12	0	-5	i	i	-52	0	4	9	3

Reformatted: entries from further up
SMILES | FAS TE block | MT1-MMP act inh | Neddylation inh | Rpn11 inh | PABP1 MLLE inh | SKN-1 inh | Rin1-Abl PPI inh | NadD inh | CSN deneddyl inh
COc1ccc(CC(=O)NC2=NCCS2)cc1 | -6 | 0 | i | i | 6 | 27 | 1 | 11 | 3
CCN1CCCC1CNC(=O)c1ccc(Sc2ccccc2Cl)c([N+](=O)[O-])c1 (stereo not given) | -5 | 1 | i | i | -13 | -8 | 3 | -6 | 1
CN1CCN(CCC(=O)N/N=C/c2cc([N+](=O)[O-])ccc2OC(F)F)CC1 | -4 | 5 | i | i | 0 | 7 | -1 | -3 | -5

Next part:
SMILES	FAS TE block	MT1-MMP act inh	Neddylation inh	Rpn11 inh	PABP1 MLLE inh	SKN-1 inh	Rin1-Abl PPI inh	NadD inh	CSN deneddyl inh
COc1ccc(N2CCN(CCCNC(=O)C3CCC(CNc4nc(=S)[nH]c5ccccc45)CC3)CC2)cc1 (stereo not given)	-3	12	i	i	-45	6	5	-3	2
Cc1ccccc1C1=C/C(=C(\SS/C(C(=O)c2ccc(OCC(=O)O)c(Cl)c2Cl)=C2\C=C(c3ccccc3C)SS2)C(=O)c2ccc(OCC(=O)O)c(Cl)c2Cl)SS1	83*	34*	i	i	2	-2	3	28	29
Nc1c(-c2ccccc2Cl)cnn1-c1cccc([N+](=O)[O-])c1	44	11	i	i	14	7	-8	1	-2
O=S(=O)(Cc1ccc(Cl)cc1)N1CCCCCC1	6	4	i	i	-2	17	0	-2	-6
CCCN1CCN(CCCNC(=O)CN2C(=O)c3cccnc3Oc3ccc(C)cc32)CC1	-2	0	i	i	-3	3	1	-10	-2
CCOc1ccc(-c2nnc3ccc(SCc4ccc(C(=O)OC)o4)nn23)cc1	29	-6	i	i	-23	10	-4	1	3
COc1ccc(CN(CC2CCC(C(=O)O)CC2)C(=S)Nc2ccccc2C)cc1 (stereo not given)	-4	-4	i	i	1	-1	0	-5	-9

Gathered by group: the compounds so far with fluorine.
SMILES	FAS TE block	MT1-MMP act inh	Neddylation inh	Rpn11 inh	PABP1 MLLE inh	SKN-1 inh	Rin1-Abl PPI inh	NadD inh	CSN deneddyl inh
CN1CCN(CCC(=O)N/N=C/c2cc([N+](=O)[O-])ccc2OC(F)F)CC1	-4	5	i	i	0	7	-1	-3	-5
Cc1ccc(NC(=O)COC(=O)c2ccc(=O)n(Cc3ccccc3)n2)cc1F	-3	1	i	i	3	-5	-3	-3	-2
CCc1ccc2c(c1)NC(=O)C2(C)Cc1ccc(C(F)(F)F)nc1 (stereo not given)	2	0	i	i	7	13	-2	-2	2
COc1ccc(CN(C(=O)CSc2nnc(-c3ccc(OC)c(OC)c3)o2)c2ccc(F)cc2)cc1	46	-9	i	i	1	17	-4	-7	2

Compound activity (PubChem)

Compounds were not picked by outcome, and some 3.9% of all compounds hit somewhere here.
